ERK EGF block = blocks ERK signaling stimulated by EGF; AID 1454; actives 0.41% (n = 130,000); HEK293-V1b, EGF-stimulated phospho-ERK AlphaScreen; Potency, µM (top dose mostly 11.5 µM), without a hit: at the highest dose activity change, negative = inhibition, hits mostly inhibitors; active = well fitted inhibition curve with a large enough effect; inconclusive = small, poorly fitted or top-dose-only effect, or effect the other way;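 note: plate controls were stimulated vehicle wells for no effect and unstimulated vehicle basal for full effect; nearly all actives have a fitted effect of over 55% in size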
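Phospho-ERK1/2 measured by AlphaScreen (SureFire) after 5 min 25 nM EGF stimulation of V1b-expressing HEK293 cells preincubated 30 min at 37C with titrated compounds; data scaled to DMSO and EGF controls, Hill-fitted AC50.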
* hit, by the source's call; ? = inconclusive; [ ] = dose if it differs, or a comment. Potency is the fitted concentration of half-maximal effect. An excerpt; rates above refer to the full screens.

| SMILES | ERK EGF block |
| --- | --- |
| CC(C)CC(=O)NC1(C(F)(F)F)NC(=O)N(c2ccccc2)C1=O (centres undefined) | -12.8% |
| COc1ccc([N+](=O)[O-])cc1NC(=O)CS(=O)(=O)c1ccc(C)cc1 | -10.9% |
| O=C(/C=C/c1ccc(F)cc1)NCc1ccco1 | 31.7% |
| CC(NS(=O)(=O)c1ccc(F)cc1)C(c1cccs1)N1CCOCC1 (centres undefined) | -2.0% |
| O=C(/C=C/c1cccs1)Nc1ccc(S(=O)(=O)Nc2ncccn2)cc1 | -13.2%[57.5 µM] |
| CCNC(=O)CC1C(=O)N(c2ccc(OC)cc2)C(=S)N1CCc1ccncc1 (centres undefined) | 2.3% |
| CCC(C)(C)NC(=O)CN(C(=O)C(=O)Nc1ccc2c(c1)OCCO2)C(C)(C)CC | -4.1% |
| Cc1ccc(CCNC(=O)C2CC(c3ccccc3C(F)(F)F)=NO2)cc1 (centres undefined) | 3.7%[57.5 µM] |
| COc1ccc([N+](=O)[O-])cc1NC(=O)Cn1ccc(C(F)(F)F)n1 | 6.9% |
| COc1cccc(/C=C/C(=O)OCC(=O)Nc2ccc(S(=O)(=O)N3CCCC3)cc2)c1 | 9.9% |
| CNC(=O)COC(=O)CNC(=O)c1cc(Cl)cc([N+](=O)[O-])c1 | -4.2% |
| CCOCCCNS(=O)(=O)c1ccc(NC(=O)Cc2c(F)cccc2Cl)cc1 | -11.9%[57.5 µM] |
| CCn1c(C)nc2cc(C(=O)NNC(=S)Nc3ccccc3OC)ccc21 | 3.0%[57.5 µM] |
| CC/C(=N/O)c1cnnc(SC)n1 | 4.2% |
| COC(=O)c1ccc(Cl)cc1NC(=O)/C=C/c1ccc(C)o1 | -0.4% |
| O=C1CC(N(Cc2cccs2)C(=O)Nc2ccccc2)C(=O)N1c1ccc(Cl)cc1 (centres undefined) | 1.4% |
| O=C(O)c1cccc(-n2c(O)c(C=C3N=c4ccccc4=N3)sc2=S)c1 | 0.4%[57.5 µM] |
| N/C(=N\OC(=O)c1ccc2ccccc2c1)c1ccccn1 | -1.9% |
| Cc1ccc2c(Cl)c(C(=O)NCCCn3ccnc3)sc2c1 | 2.5% |
| CNc1ccccc1NC(=O)CCn1c(=S)oc2ccccc21 | 6.9%[57.5 µM] |
| CCOC(=O)C1CCCN(c2nc3c(C)cccn3c(=O)c2/C=C(\C#N)C(=O)NCc2ccco2)C1 (centres undefined) | -4.2%[57.5 µM] |
| CCn1c(Cc2cccc3ccccc23)nnc1SCC(=O)Nc1nccs1 | 8.0% |
| COc1ccccc1NC(=S)NC12CN3CN(CN(C3)C1)C2 | 0.9% |
| COCCn1c(-c2ccc(Cl)cc2)nc2oc3cc(OC)ccc3c(=O)c2c1=O | ? |
| COc1ccc(C2c3ccc(O)cc3Oc3ncn(CCN4CCOCC4)c(=N)c32)cc1OC (centres undefined) | 27.5%[57.5 µM] |
| O=C(C1COc2ccccc2O1)N1CCc2ccccc2C1 (centres undefined) | 7.7% |
| CCC(CC)C(=O)Nc1cc(C(=O)OC)ccc1C(=O)OC | 0.4% |
| COc1ccccc1N1CCN(C(=O)CCCN2C(=O)c3cccc4cccc(c34)C2=O)CC1 | 11.9% |
| O=C(Nc1cccc(S(=O)(=O)NC2=NCCC2)c1)c1cc(-c2ccccn2)nc2ccccc12 | -2.5%[57.5 µM] |
| O=C(N/N=C/c1cc([N+](=O)[O-])ccc1O)/C(=C\c1cccs1)NC(=O)c1ccccc1 | -6.4% |
| CCCCn1c(CCC(=O)O)nc2cc(S(=O)(=O)N(CC)CC)ccc21 | 11.7%[57.5 µM] |
| CC1CC[C@@]2(C(=O)O)CC[C@]3(C)C(=CCC4[C@@]5(C)CCC(O)C(C)(C)C5CC[C@@]43C)C2C1C (some centres undefined) | 21.9% |
| CC(=O)Oc1cccc2c1C(=O)c1c(OC(C)=O)cc(C(=O)O)cc1C2=O | ? |
| O=C(O)c1ccc(NC(=O)C2(c3ccccc3)CCCC2)cc1 | 1.6%[57.5 µM] |
| O=[N+]([O-])c1ccc(N2CCN(S(=O)(=O)c3ccccc3[N+](=O)[O-])CC2)cc1NCc1cccnc1 | 10.0% |
| Cc1cc(C(=O)Cn2nc(C(=O)O)c3ccccc3c2=O)c(C)n1CC(F)(F)F | 29.7% |
| O=C(CN1CC(c2ccccc2)CC1=O)N/N=C/c1cc(Br)ccc1O (centres undefined) | 5.4% |
| N#Cc1ccc(C(=O)Nc2nnc(-c3cccs3)o2)cc1 | -11.4%[57.5 µM] |
| CCOC(=O)Cc1sc(N)nc1C | 4.2% |
| COc1ccc(-c2cc(C(=O)N3CCN(c4ccccc4OC)CC3)no2)cc1OC | 4.8% |
| CN1CCc2cc3c(c4c2[C@H]1[C@H](O)c1ccccc1-4)OCO3 | -2.1% |
| N#C/C(=C\Nc1ccccc1SC(F)(F)F)c1nc(-c2ccc(F)cc2)cs1 | 6.1% |
| CCOC(=O)CNC(=S)N(Cc1cccs1)C1CCCC1 | 0.2% |
| CCn1c(C)nc2cc(C(=O)N=Nc3c(O)[nH]c4ccccc34)ccc21 | -0.9% |
| COCc1cccc(NC(=O)Cc2cccc3ccccc23)c1 | -2.4% |
| CCc1nc(SCC(=O)c2cccc([N+](=O)[O-])c2)n[nH]1 | 2.3% |
| Cc1ccc(C)n1-c1ccc(C(=O)NN=C2CCCC2)cc1 | -7.7% |
| COc1ccc(/C=C2/SC(=O)N(CCCCCC(=O)Nc3ccccc3C(=O)O)C2=S)cc1 | 1.4% |
| CCOc1ccc(CCNC(=O)C2CCN(S(=O)(=O)N3CCCCC3)CC2)cc1OCC | -7.7% |
| Cc1ccc(Cn2cnc3c(cnn3C(C)(C)C)c2=O)cc1 | -6.3%[57.5 µM] |
| O=C(NCc1ccc2c(c1)OCO2)C1CCN(c2nccc(C(F)(F)F)n2)CC1 | 2.8%[57.5 µM] |
| Cc1cc(C)n2nc(C(=O)Nc3ccn(Cc4ccccc4C)n3)cc2n1 | -4.5%[57.5 µM] |
| CC(Sc1nnc(COc2ccc([N+](=O)[O-])cc2)n1-c1ccccc1)C(=O)O (centres undefined) | 4.1% |
| N=c1oc2cc(O)ccc2cc1C(=O)Nc1nc2ccccc2s1 | -2.7% |
| Cc1cccc(-c2ncc(CN3CCN(CCC(C)C)C(CCO)C3)cn2)c1 (centres undefined) | -11.4%[57.5 µM] |
| CC(C)(C)C(=O)Nc1nnc(CC(=O)NCc2ccccc2)s1 | 1.0% |
| CN(C)[C@@H]1CCC[C@H]1OC(=O)C(c1ccccc1)c1ccccc1 | 19.7% |
| O=C(N/N=C/c1sc2ccccc2c1O)c1cccc2ccccc12 | 0.8% |
| CCn1c(C)nc2cc(C(=O)NNC(=S)Nc3ccccc3)ccc21 | -0.6% |
| O=C(Nc1ccccc1)/C(=C/c1ccccc1)c1ccccc1 | ? |

The closing three entries of the section above are carried over, then new ones follow.
| SMILES | ERK EGF block |
| --- | --- |
| O=C(N/N=C/c1sc2ccccc2c1O)c1cccc2ccccc12 | 0.8% |
| CCn1c(C)nc2cc(C(=O)NNC(=S)Nc3ccccc3)ccc21 | -0.6% |
| O=C(Nc1ccccc1)/C(=C/c1ccccc1)c1ccccc1 | ? |
| CN1CCN(S(=O)(=O)c2cccc(S(=O)(=O)c3ccc(Cl)c(Cl)c3)c2)CC1 | ? |
| CCN1CCOC(CC(=O)Nc2cccc([N+](=O)[O-])c2)C1=O (centres undefined) | 22.1%[57.5 µM] |
| COc1ccccc1C1(CC(=O)N2CCCCC2)CCOC(C(C)C)C1 (centres undefined) | -10.0%[57.5 µM] |
| CNC(=S)NCc1ccc(OC)cc1 | 0.1% |
| Cc1ccc(CNC(=O)/C=C/c2ccc(Br)o2)cc1 | 3.9% |
| O=[N+]([O-])c1cc(S(=O)(=O)N2CCCCC2)ccc1NCc1cccc(Cl)c1 | -4.5% |
| O=C(NC(Cc1ccccc1)C(=O)NC(Cc1ccccc1)C(=O)O)c1ccccc1 (centres undefined) | -3.3% |
| COc1cc(C(=O)N/N=C(\C)Cc2ccccc2)cc(OC)c1OC | -9.5% |
| CCOc1ccc(N2C(=O)Nc3ccccc3C2(O)C(=O)NCc2ccccc2)cc1 (centres undefined) | -5.8% |
| CC1(C)C(c2ccccc2)=NC(c2ccc(Br)cc2)N1O (centres undefined) | -7.6% |
| COc1ccc(CCCC(=O)N/N=C/c2ccccc2OC)cc1 | -1.5% |
| O=C(O)c1cc(Cl)ccc1-c1ccc(/C=C/c2cc(C(F)(F)F)[nH]c(=O)n2)o1 | -1.6% |
| Cc1ccc(CNC(=O)C2CC3Cn4c(nc5cc(C)c(C)cc54)C3N2C)o1 (centres undefined) | 0.5%[57.5 µM] |
| CCn1c(CNC(=O)Cc2ccc(OC)cc2)nnc1SCC(=O)c1ccccc1 | -10.2% |
| CC(NCCC1(Cc2ccccc2Cl)CCOC(C)(C)C1)c1cccs1 (centres undefined) | -9.8%[57.5 µM] |
| CN(C)S(=O)(=O)c1cc(NC(=O)CN2CCN(c3ccccc3F)CC2)ccc1Cl | -2.1% |
| COc1ccccc1C1CCN(C(=O)c2ccco2)CC1 | 11.2%[57.5 µM] |
| CCN(CC)S(=O)(=O)c1ccc(NC(=O)COC(=O)c2c[nH]c(=O)[nH]c2=O)cc1 | -2.8%[57.5 µM] |
| COc1ccc(CCNC(=O)C2CCC(CNS(=O)(=O)c3ccccc3)CC2)cc1OC (centres undefined) | -6.2% |
| O=C(Nc1ccccc1N1CCCC1)c1ccc(Cl)cc1Cl | -2.0% |
| Cc1cccnc1NC(=O)Cn1nc([N+](=O)[O-])cc1C | -1.0% |
| CC(=O)Nc1ccc(-c2csc(NC(C)c3ccccc3)n2)cc1 (centres undefined) | -15.0% |
| CN(C)/C=N/c1nc(Sc2ccc(C(F)(F)F)cc2[N+](=O)[O-])n[nH]1 | -9.2%[57.5 µM] |
| COC(=O)CSc1ccnc2cc(Cl)ccc12 | 13.7%[57.5 µM] |
| CCOC(=O)NC(=O)c1cn(Nc2ccccc2C(F)(F)F)c(=O)[nH]c1=O | 2.5%[57.5 µM] |
| COc1ccccc1C(=O)N1CCN(Cc2nc(CC3CC3)no2)CC1 | -4.9% |
| CCOC(=O)c1cc(C)sc1/N=C/C1=C(O)CCCC1=O | 6.9% |
| CC1CCN(C(=O)CSc2nnc(Cc3cccn3C)n2CCc2ccccc2)CC1 | 1.8% |
| N#C/C(=C/c1cn(-c2ccccc2)nc1-c1cccc(OCc2ccccc2)c1)C(=O)NCCCn1ccnc1 | 7.0% |
| Cc1nc(S/C(=C/c2ccc(OCc3ccc(C(=O)O)cc3)cc2)C(=O)O)n[nH]1 | 0.9% |
| COc1c([N+](=O)[O-])c(=O)n(-c2ccccc2)c2ccccc12 | 13.1% |
| CCCn1nc(C(=O)OCC(=O)NC(C)c2ccccc2)c2ccccc2c1=O (centres undefined) | -5.0% |
| O=C(CC1C(=O)OCC2CCCCN21)Nc1ccccc1C(F)(F)F (centres undefined) | 8.4% |
| O=C(NCCN1CCOCC1)c1ccc2c(c1)N(Cc1ccc(Cl)cc1)CCS2 | -1.2%[57.5 µM] |
| O=C(c1cc(C(F)(F)F)cc(C(F)(F)F)c1)N1CCC2(CCCN(c3ccccc3)C2)CC1 | 4.2% |
| CCCC(=O)Nc1ccc(C(=O)NNC(=O)c2cccc([N+](=O)[O-])c2)cc1 | 6.5% |
| Cc1ccccc1CNC(=O)CC1C(=O)NCCN1CC1CCCCC1 (centres undefined) | 2.0% |
| COc1ccccc1Cn1c(=O)c2ccccc2n2c(SCC(=O)N3CCCCC3)nnc12 | 5.8% |
| O=C(Nc1cccnc1)C1CCC(CNS(=O)(=O)c2cccc3nsnc23)CC1 (centres undefined) | 7.1%[57.5 µM] |
| Cn1c(SCC(=O)N/N=C/c2cc([N+](=O)[O-])ccc2O)nnc1-c1ccccc1 | 1.9%[57.5 µM] |

Rewritten field by field: part of the list above.
Cc1nc(S/C(=C/c2ccc(OCc3ccc(C(=O)O)cc3)cc2)C(=O)O)n[nH]1
  ERK EGF block: 0.9%

COc1c([N+](=O)[O-])c(=O)n(-c2ccccc2)c2ccccc12
  ERK EGF block: 13.1%

CCCn1nc(C(=O)OCC(=O)NC(C)c2ccccc2)c2ccccc2c1=O (centres undefined)
  ERK EGF block: -5.0%

O=C(CC1C(=O)OCC2CCCCN21)Nc1ccccc1C(F)(F)F (centres undefined)
  ERK EGF block: 8.4%

Other entries
| SMILES | ERK EGF block |
| --- | --- |
| CC(C)C[C@H](NC(=O)C1OC1C(=O)O)C(=O)NCCCCN=C(N)N (some centres undefined) | 2.1% |
| CCC(Sc1nc(C)cc(C)n1)C(=O)Nc1ccc(S(N)(=O)=O)cc1 (centres undefined) | 0.9%[57.5 µM] |
| CCCOc1ccc(CNC(=O)Cn2ncc3ccccc32)cc1 | 24.4%[57.5 µM] |
| O=c1cc(NCCc2ccccc2)c2ccccc2o1 | -0.3% |
| CCOP(=O)(OCC)c1nc(-c2cccc3ccccc23)oc1N1CCCCC1 | 5.6% |
| Cc1ccc(-c2nc3ccc([N+](=O)[O-])cc3[nH]2)cc1 | ? |
| COc1cccc(C2CC(c3ccccc3)=NN2S(=O)(=O)c2ccccc2)c1OC (centres undefined) | 0.3% |
| COc1ccc(CN2CCOC2=O)cc1OC | 8.4%[57.5 µM] |
| CC1(C)CN(c2ccc(F)cc2)C1=O | -0.1% |
| CCCS(=O)(=O)N1CCN(C(=O)c2ccccc2F)CC1 | -2.3% |
| COc1ccc2[nH]c(C(=O)NCc3ccc4c(c3)OCO4)cc2c1 | -4.0%[57.5 µM] |
| CCN1CCN(c2cc(C)c3cc(NC(=S)N(CC)CC)ccc3n2)CC1 | 5.6% |
| CCc1nc(NC(=O)NS(=O)(=O)c2ccccc2C(=O)OC)nc(OC)n1 | 5.0%[57.5 µM] |
| c1ccc2c(c1)NC(c1ccncc1)n1c-2nc2ccccc21 (centres undefined) | 2.8%[57.5 µM] |

Screening data (PubChem)
